# Compound activity from PubChem.
# ERK EGF inh = EGF-driven ERK pathway inhibition; HEK293-V1b, EGF-stimulated phospho-ERK AlphaScreen; actives 0.41% (n = 130,000); Potency, µM (series often up to 11.5 µM), for the others: at the top dose activity change, negative = inhibition, hits mostly inhibitors; active means well fitted inhibition curve with a large enough effect; inconclusive means small, poorly fitted or top-dose-only effect, or effect the other way;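 further: plate controls were stimulated vehicle wells for no effect and unstimulated vehicle basal for full effect; nearly all actives have a fitted effect of over 55% in size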
#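 Phospho-ERK1/2 measured by AlphaScreen (SureFire) after 5 min 25 nM EGF stimulation of V1b-expressing HEK293 cells preincubated 30 min at 37C with titrated compounds; data scaled to DMSO and EGF controls, Hill-fitted AC50.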
# Starred values were filed as active, the others as inactive; ? = inconclusive; & = joins results of further samples; [ ] = another dose, or the depositor's remark. Potency means the concentration at half of the fitted maximal effect. This is a subset; the hit share may differ from the screen's.
SMILES,ERK EGF inh
O=C(COc1ccccc1C(=O)O)Nc1ccc(SC(F)F)cc1,5.8%[57.5 µM]
COC(=O)c1ccc(CN2C(=O)C3CCCCC3C2=O)o1 (configuration not stated),0.2%
Cc1ccc(NC(=O)CN(C)CC(=O)NC2CCCc3ccccc32)cc1 (configuration not stated),-6.1%[57.5 µM]
O=C(CN1CCN(C/C=C/c2ccccc2)CC1)Nc1ccc(F)cc1F,3.5%
COc1ccc(/C=C(\C#N)C(=O)OCCNC(=O)c2ccncc2)cc1,1.7%
CC(C)(C)c1ccc(-c2nc(-c3ccncc3)no2)cc1,8.9%
Cc1nnc2ccc(-c3cccc(NC(=O)c4ccc(Br)o4)c3)nn12,-0.6%
COc1cc(=O)n(C)c2ccccc12,0.7%[57.5 µM]
O=C1C=C(c2ccccc2)CC(/C=C/c2ccccc2)C1 (configuration not stated),-4.1%
Cc1ccc(-c2nc3cccnc3s2)cc1NS(C)(=O)=O,2.4%[57.5 µM]
C(=C\c1ccccc1)/CSc1ccccn1,-3.7%
CCOC(=O)c1ccc(NC(=S)NC2CCCC2)cc1,-3.1%
O=C(CN1C(=O)NC2(CCCCC2)C1=O)N1CCc2ccccc2C1,2.5%
O=c1[nH]ncc2c3ccccc3n(Cc3cccc(Cl)c3)c12,7.5%
O=C1c2cccc3c(O)ccc(c23)C(=O)N1Cc1ccco1,-5.3%[57.5 µM]
CN(CCC#N)C(=O)COC(=O)/C=C/c1cccs1,-5.8%
CCOCC(=O)N1CCC(Cc2ccccc2)CC1,-5.5%
COc1ccc(-c2cc(C(F)(F)F)c(C#N)c(SCC(=O)O)n2)cc1OC,14.6%[57.5 µM]
Cc1sc2ncnc(OCC(=O)N3CCN(S(=O)(=O)c4ccccc4)CC3)c2c1C,4.0%
O=C(CC1CS(=O)(=O)CC1CC(=O)Oc1ccccc1F)Oc1ccccc1F (configuration not stated),-2.4%
O=c1c2cc(Cl)ccc2[nH]c(=S)n1Cc1ccccn1,-8.2%
CN(C)S(=O)(=O)c1ccc(-c2csc(-c3cccnc3)n2)cc1,-7.5%
COC(=O)c1cccc(C23CC4(C2)[C@H](CN(Cc2cccnc2)[C@@H]4c2ccccc2)C3c2ccc(Cl)nc2)c1 (some centres not stated),-2.6%
CC(=NCCc1ccccc1)C1=C(O)C(c2ccccc2)OC1=O (configuration not stated),-1.2%
COc1ccc(NC(=O)/C=C2\SC(=O)NC2=O)cc1,2.1%
CC(C)CNC(=S)Nc1ccccc1F,3.0%
COc1ccc(NS(=O)(=O)c2cc(NC(=O)C3CC3)ccc2N2CCCCC2)cc1,-9.2%
O=C(Nc1ccc(C(F)(F)F)cc1)c1ccccc1Br,-4.9%
Cc1ccc(/C=C/C(=O)N2CCN(S(=O)(=O)c3ccc(C)c(C)c3)CC2)o1,2.4%
C/C(=N\N=C\c1cccc(F)c1)c1nnn(-c2nonc2N)c1C,1.1%
CCCOC(=O)COC(=O)c1ccccc1NC(=O)c1ccccc1,8.9%
CC(C)c1ccc(-n2nc3ccc(N)cc3n2)cc1,5.6%
COC(=O)c1sccc1NC(=O)CC1C(=O)NCCN1C(=O)Nc1ccc(F)cc1F (configuration not stated),-7.9%[57.5 µM]
CCOc1ccc(N2CC(C(=O)Nc3ccccn3)CC2=O)cc1 (configuration not stated),6.7%
Cc1ccc(C(=O)N/N=C/C=C/c2ccccc2)cc1,-7.1%
O=C(CCc1nnc(Cc2ccc3c(c2)OCO3)o1)NC(c1ccccn1)C(F)(F)F (configuration not stated),?

# Six entries drawn at random from the list so far, as already listed:
SMILES,ERK EGF inh
CC(=NCCc1ccccc1)C1=C(O)C(c2ccccc2)OC1=O (configuration not stated),-1.2%
O=c1c2cc(Cl)ccc2[nH]c(=S)n1Cc1ccccn1,-8.2%
CC(C)(C)c1ccc(-c2nc(-c3ccncc3)no2)cc1,8.9%
COc1ccc(/C=C(\C#N)C(=O)OCCNC(=O)c2ccncc2)cc1,1.7%
COC(=O)c1sccc1NC(=O)CC1C(=O)NCCN1C(=O)Nc1ccc(F)cc1F (configuration not stated),-7.9%[57.5 µM]
CCOCC(=O)N1CCC(Cc2ccccc2)CC1,-5.5%

# Next records.
SMILES,ERK EGF inh
Cc1cc(C)nc(SCc2cn3ccccc3n2)n1,1.9%[57.5 µM]
Cc1nc2ccccc2c(=O)n1NC(=O)/C=C/c1ccc(Br)cc1,-2.9%
O=C(NCCN1CCN(c2ccccc2)CC1)c1cccc(Br)c1,-1.3%[57.5 µM]
COc1ccc(-c2cc(-c3ccccc3)nc(=O)[nH]2)cc1,7.1%[57.5 µM]
CCN(C(=O)COC(=O)/C=C/c1ccc(O)c(OC)c1)C1CCS(=O)(=O)C1 (configuration not stated),12.7%
CC(C)C(C)NC(=O)COC(=O)/C=C/c1ccc(S(=O)(=O)N2CCc3ccccc32)cc1 (configuration not stated),-1.4%
COc1cccc(-n2c(Cn3nc(C(F)(F)F)cc3C)n[nH]c2=S)c1,-12.0%
CC(C)(C)c1ccc(OCC(=O)NNC(=O)c2cccnc2)cc1,-2.0%
O=C(N/N=C/c1cccnc1)c1cccc(S(=O)(=O)Nc2cccc(Cl)c2)c1,-9.0%
CNC(=O)C1(CC(C)C)C=CCN1C(C)=O (configuration not stated),-0.2%&13.2%
CCOC(=O)CC(C(=O)OCC)C1CCCCC1=O (configuration not stated),-0.2%
O=C(O)c1cc(C(=O)C2CCCCC2)c[nH]1,-2.3%
O=C(CN1C(=O)S/C(=C/C=C/c2ccccc2)C1=O)Nc1ccc(C(=O)O)cc1,2.8%
COC(=O)[C@@H]1C[C@@]2(O)[C@H](O)[C@H](O)[C@H](O)C[C@H]2N1Cc1c(F)cccc1Cl,-0.5%
Cc1ccc(S(=O)(=O)N2CCN(c3ccc([N+](=O)[O-])c(Sc4nncn4C)c3)CC2)cc1,3.6%
CC1Cc2ccccc2N1C(=O)CSc1nnc(C2CC2)n1C (configuration not stated),-0.9%
CCSC1=N/C(=C\c2ccc(C)s2)C(=O)S1,2.4%
N#CCC(=O)Nc1ccc(C(=O)OCC(=O)Nc2cccc(C(F)(F)F)c2)cc1,1.4%
N=c1n(CCN2CCCCC2)c2ccccc2n1CC(O)c1ccco1 (configuration not stated),-12.8%[57.5 µM]
CC1CCC(NC(=O)C2CCN(S(=O)(=O)c3ccc4nc5c(c(C(=O)O)c4c3)CC(C)CC5)CC2)CC1 (configuration not stated),-8.0%
CCn1ncc(C2C(C(=O)Nc3ccc(C)cn3)=C(C)NC3=C2C(=O)CCC3)c1C (configuration not stated),-12.3%
O=C(NNC(=O)C1CCN(Cc2ccc(F)cc2Cl)CC1)Nc1ccc([N+](=O)[O-])cc1,0.3%
COCCCNC(=O)c1c[nH]c2ccc(S(=O)(=O)N3CCC4(CC3)OCCO4)cc2c1=O,13.7%[57.5 µM]
Cc1cc(N2CCOCC2)ccc1/C=C1\NC(=O)N(CC(=O)Nc2ccc(F)cc2)C1=O,-3.1%

# Sorted by value in ERK EGF inh (high to low): some entries from above.
structure,ERK EGF inh
O=C(NNC(=O)C1CCN(Cc2ccc(F)cc2Cl)CC1)Nc1ccc([N+](=O)[O-])cc1,0.3%
CC1CCC(NC(=O)C2CCN(S(=O)(=O)c3ccc4nc5c(c(C(=O)O)c4c3)CC(C)CC5)CC2)CC1 (configuration not stated),-8.0%
CCn1ncc(C2C(C(=O)Nc3ccc(C)cn3)=C(C)NC3=C2C(=O)CCC3)c1C (configuration not stated),-12.3%

# (more compounds)
SMILES,ERK EGF inh
COc1cc(/C=C(\C#N)C(=O)NCC2CCCO2)ccc1OC(C)C (configuration not stated),0.8%
Cc1ccccc1NC(=O)c1ccc(NS(=O)(=O)c2cc(C(C)(C)C)cc(C)c2C)cc1,-5.5%
CC(C)CCNC(=O)C1(c2cccs2)CCOCC1,-2.8%
CC1(OC(=O)CCc2ccccc2)C(=O)C=C2C=C(c3ccc(C#N)cc3)N(CCc3ccccn3)C=C2C1=O (configuration not stated),7.6%[57.5 µM]
O=C(NNC(=S)NC(=O)c1ccco1)c1ccc(NC(=O)c2ccccc2)cc1,-9.5%
CCOC(=O)C(NC(C)=O)C(=O)Nc1c(C)cccc1C (configuration not stated),3.4%
N#CCSc1nnc(-c2ccc(F)cc2)n1N,-5.0%
O=C(/C=C/c1ccccc1)Nc1ccc(Cl)cn1,-9.3%
O=C(CSc1nnc(-c2ccccc2F)n1C1CC1)Nc1cccnc1Cl,2.9%
CCOC(=O)CNC(=O)C12CC3CC(C1)CC(c1ccc(C)cc1)(C3)C2,-8.6%
O=C(CNC(=O)c1ccc2c(c1)OCO2)N/N=C/c1cccc([N+](=O)[O-])c1,0.5%
Cc1ccc(S(=O)(=O)NNC(=O)CCCCC(=O)NNS(=O)(=O)c2ccc(C)cc2)cc1,4.9%

# In the list so far, these have a COOH group.
SMILES,ERK EGF inh
O=C(COc1ccccc1C(=O)O)Nc1ccc(SC(F)F)cc1,5.8%[57.5 µM]
COc1ccc(-c2cc(C(F)(F)F)c(C#N)c(SCC(=O)O)n2)cc1OC,14.6%[57.5 µM]
O=C(O)c1cc(C(=O)C2CCCCC2)c[nH]1,-2.3%
O=C(CN1C(=O)S/C(=C/C=C/c2ccccc2)C1=O)Nc1ccc(C(=O)O)cc1,2.8%
CC1CCC(NC(=O)C2CCN(S(=O)(=O)c3ccc4nc5c(c(C(=O)O)c4c3)CC(C)CC5)CC2)CC1 (configuration not stated),-8.0%

# Next part:
SMILES,ERK EGF inh
Cc1cccc(N2CCN(C(=S)c3ccc(-c4ccccc4[N+](=O)[O-])o3)CC2)c1,?
CC(C)Cn1c(N)c(-c2nc(C(C)C)c(C(=O)c3ccccc3F)s2)c(=O)n(C)c1=O,-4.8%
CN(Cc1ccccc1)C(=O)COC(=O)c1ccc(Cl)c(N)c1,18.7%
COc1ccc(C(=O)NN)cc1,3.9%[57.5 µM]
O=C(COCC(=O)N1CCOCC1)N1CCOCC1,4.2%
Cc1cccc(Oc2nc3ccccn3c(=O)c2/C=C(\C#N)C(=O)NC2CCS(=O)(=O)C2)c1 (configuration not stated),-1.2%
COc1cc(/C=C2/C(=O)CNC2=O)ccc1O,25.8%
O=C1C2CCCN2C(=O)N1CCCN1CCN(c2cccc(Cl)c2)CC1 (configuration not stated),8.7%
CCCCOc1ccc(Cc2c(Cl)nc(SC)nc2N2CCOCC2)cc1,11.8%
CCn1c(=O)cc(N2CCN(C(=O)c3ccco3)CC2)[nH]c1=O,27.8%[57.5 µM]
COc1ccc(Cc2n[nH]c(=S)n(N)c2=O)cc1,9.9%
Cc1onc(-c2ccccc2)c1C(=O)N/N=C/c1ccco1,-7.1%[57.5 µM]
Cc1ccccc1NC(=O)CN1C(=O)N/C(=C\c2cccn2-c2cccc(C(=O)O)c2)C1=O,-0.6%
CCOc1ccc(Br)cc1C(=O)Nc1ccc(C(=O)NCC(C)C)cc1,13.0%
COc1ccc(Cc2nnc(N)s2)cc1OC,0.5%
CCc1c(C)sc(NC(=O)c2noc(C)c2[N+](=O)[O-])c1C#N,-4.3%
CC(=O)c1cccc(NC(=O)N2C3CCC2CC(NC(=O)Nc2ccccc2)C3)c1 (configuration not stated),-13.6%
N#Cc1c(/N=C/c2ccccc2)oc(-c2ccccc2)c1-c1ccccc1,-0.3%
N#Cc1c(NC(=O)CCCl)sc2c1CCCCC2,-11.7%
Cc1cc(-n2c(C)cc(C(=O)CCl)c2C)no1,-6.4%
CC(C)CN1CCC(C(=O)NCC2CCCO2)CC1 (configuration not stated),2.3%
CN(C)[C@@H](CO)c1nnc([C@H](Cc2ccc(O)cc2)NC(=O)C2CCNCC2)o1,1.6%[57.5 µM]
Cc1nn(CC(=O)Nc2cccnc2)c(=O)c2ccccc12,-0.3%
N=C(N)n1c(N)nc2ccccc2c1=O,8.5%[57.5 µM]
O=C(CCS(=O)(=O)CCN1CCOCC1)NCNC(=O)CCS(=O)(=O)CCN1CCOCC1,7.2%
COc1cc2c(cc1NC(=O)/C=C/c1ccc([N+](=O)[O-])cc1)oc1ccccc12,-7.4%
Cc1cc2ccccn2c1C(=O)c1ccc([N+](=O)[O-])o1,17.8µM*
Cc1cc(C)n2c(nc3ccccc32)c1C(=O)NCc1ccccc1,-1.7%
Cc1nc2ccccc2nc1N/N=C/c1ccc(O)cc1,-4.6%[57.5 µM]
Cn1cnc2c1c(=O)[nH]c(=O)n2C,7.4%[57.5 µM]
CC(C)COP(=O)(OCC(C)C)C(Nc1ccccc1)c1ccccc1 (configuration not stated),1.8%[57.5 µM]
Cc1ccc2cc(C#N)c(SCC(=O)NNC(=O)Cc3ccccc3)nc2c1,-10.6%
COc1cc(CCN2C(=O)c3cccc4cccc(c34)C2=O)c(S(=O)(=O)N2CCC(C)CC2)cc1OC,6.3%
COCCNC(=O)Cn1nc(C)c([N+](=O)[O-])c1C,-6.6%
CCOc1ccc(OCc2cccc(C(=O)N(CC)CC)c2)cc1,-13.8%
Clc1cccc(Cc2nn[nH]n2)c1,1.0%[57.5 µM]
c1ccc(CC(Nc2ccccn2)c2ccccc2)cc1 (configuration not stated),-4.3%
Cn1c(-c2ccccc2)cnc1NCc1cc2c(cc1[N+](=O)[O-])OCO2,?
C=CCOc1ccc(/C=C/C(=O)Nc2ccc(C(=O)NC)cc2)cc1,1.3%
C=CCN1C=C2C(=O)C(C)(OC(=O)c3cccs3)C(=O)C=C2C=C1CCCC(=O)OC (configuration not stated),-8.5%[57.5 µM]
O=C(CSC1=NCCS1)Nc1nc2ccccc2s1,1.1%
Cc1ccccc1Nc1c(-c2ccccn2)nc2ccccn12,27.3%
COc1ccc(C2CC(c3ccccc3OC(C)=O)=NN2C(=O)/C=C/c2ccccc2)cc1OC (configuration not stated),4.7%
CC[C@H](C)[C@H](NC(N)=O)C(=O)NCCc1ccc(Cl)cc1Cl,10.4%
Cc1ccc(/C=C/C(=O)OC(C)C(=O)Nc2ccc(Cl)cn2)o1 (configuration not stated),0.2%
CCc1ccc(Nc2nc3ccccc3c(=O)s2)cc1,-0.8%
CCOC(=O)Cc1csc(NC(=O)CSc2nc(-c3ccccc3)c(C#N)c(=O)[nH]2)n1,-9.2%
CC12CC[C@@H]3c4ccc(OS(=O)(=O)O)cc4CC[C@H]3C1CCC2=O (some centres not stated),-3.8%[25.7 µM]
